# PAFAH1B3 inh: PAFAH1B3 enzyme inhibitors, primary screen, biochemical, fluorescence polarization, human; Platelet-activating factor acetylhydrolase IB subunit alpha1 (Homo sapiens), Q15102; recombinant PAFAH1B3, FP-rhodamine probe; inhibition, % at 3.39 µM; actives 0.28% (n = 340,000); AID 492972, 2010;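 active = inhibition above the screen-wide average of all tested compounds plus 3 SD, cut at about 25% in these data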;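 note: 0% = enzyme with DMSO only and 100% = wells lacking PAFAH1B3 protein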
# Target sequence (Q15102 whole entry, looked up): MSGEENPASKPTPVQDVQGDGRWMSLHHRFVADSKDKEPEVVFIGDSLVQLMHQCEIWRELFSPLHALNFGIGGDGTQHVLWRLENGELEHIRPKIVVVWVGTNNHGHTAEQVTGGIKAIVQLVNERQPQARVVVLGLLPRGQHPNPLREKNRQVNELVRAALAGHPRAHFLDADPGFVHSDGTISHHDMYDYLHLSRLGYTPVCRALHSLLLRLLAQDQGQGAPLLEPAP
# PAFAH1B2 inh: PAFAH1B2 enzyme inhibitors, primary screen, biochemical, fluorescence polarization, human; Platelet-activating factor acetylhydrolase IB subunit alpha2 (Homo sapiens), P68402; AID 492953, 2010; inhibition, % at 3.39 µM; recombinant PAFAH1B2, FP-rhodamine activity probe; actives 1.2% (n = 340,000);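 active = inhibition above the mean of all tested compounds plus 3 SD, cut at about 24% in these data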;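 note: 0% = enzyme with DMSO and 100% = wells lacking PAFAH1B2; many of its hits are not listed in these tables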
# Target sequence (P68402 whole entry, looked up): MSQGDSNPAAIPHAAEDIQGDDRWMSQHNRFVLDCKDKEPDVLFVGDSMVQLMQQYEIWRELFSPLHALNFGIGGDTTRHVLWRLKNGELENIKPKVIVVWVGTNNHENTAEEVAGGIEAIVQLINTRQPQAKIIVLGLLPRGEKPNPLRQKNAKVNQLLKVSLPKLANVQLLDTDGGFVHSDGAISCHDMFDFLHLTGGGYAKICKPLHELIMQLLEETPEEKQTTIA
# PREPL inhibitor: PREPL enzyme inhibitors, primary screen, biochemical, fluorescence polarization; recombinant PREPL, fluorescence polarization activity-based probe; AID 2751, 2010; actives 0.68% (n = 320,000); inhibition, % at 5.96 µM; in the data active = inhibition above about 43%;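 note: 0% = enzyme with DMSO and 100% = wells lacking enzyme; many of its hits are not listed in these tables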
# LYPLA2 counter: LYPLA2 inhibitors, primary screen, counter-screen for PME1 inhibitor project, biochemical, fluorescence polarization, FP-Rh probe ABPP. recombinant LYPLA2. inhibition, % at 5.9 µM. actives 0.38% (n = 320,000). AID 2177, 2009;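 active = inhibition above the screen-wide mean plus 3 SD, limit set per campaign, cut at about 26% in these data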;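 note: 0% = LYPLA2 with DMSO and 100% = wells lacking LYPLA2 enzyme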
# Target sequence (O95372 whole entry, looked up): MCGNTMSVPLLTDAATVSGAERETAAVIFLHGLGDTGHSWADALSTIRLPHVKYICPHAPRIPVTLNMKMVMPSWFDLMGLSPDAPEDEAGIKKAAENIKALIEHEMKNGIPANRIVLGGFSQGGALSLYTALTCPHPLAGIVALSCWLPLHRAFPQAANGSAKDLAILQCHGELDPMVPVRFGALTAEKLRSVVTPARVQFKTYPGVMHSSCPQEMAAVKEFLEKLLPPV
# EBNA-1 inh: EBNA-1 DNA-binding inhibitors, primary screen, biochemical, fluorescence polarization; inhibition, % at 14.8 µM; actives 0.34% (n = 300,000); in the data active = inhibition above about 28%
# PAFAH2 FP inh: PAFAH2 enzyme inhibitors, primary screen, biochemical, fluorescence polarization, human; Platelet-activating factor acetylhydrolase 2, cytoplasmic (Homo sapiens), Q99487; recombinant PAFAH2, FP-rhodamine activity probe; inhibition, % at 3.39 µM; actives 0.99% (n = 340,000);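 active = inhibition above the mean over all tested compounds plus 3 SD, cut at about 30% in these data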;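 note: inhibitors block probe labeling of enzyme so polarization drops; 0% = enzyme with DMSO and 100% = wells lacking PAFAH2 protein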
# ZTA counter: ZTA (EBV) inhibition in EBNA-1 counter-screen. P03206. ZTA-DNA binding, fluorescence polarization. inhibition, % at 11 µM. actives 0.15% (n = 320,000). AID 2234; in the data active = inhibition above about 33%
# Target sequence (P03206 whole entry, looked up): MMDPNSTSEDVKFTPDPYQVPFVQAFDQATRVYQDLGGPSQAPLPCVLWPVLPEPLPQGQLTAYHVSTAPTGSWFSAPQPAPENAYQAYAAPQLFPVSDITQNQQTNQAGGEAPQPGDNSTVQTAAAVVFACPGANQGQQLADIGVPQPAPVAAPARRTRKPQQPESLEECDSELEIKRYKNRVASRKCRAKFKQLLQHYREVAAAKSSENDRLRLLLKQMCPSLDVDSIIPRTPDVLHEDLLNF
# LYPLA1 counter: LYPLA1 inhibitors, primary screen, counter-screen for PME1 inhibitor project, biochemical, fluorescence polarization, FP-Rh probe ABPP; Acyl-protein thioesterase 1 (Homo sapiens), O75608; recombinant LYPLA1; inhibition, % at 5.9 µM; actives 0.16% (n = 320,000);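 active = inhibition above the mean of all tested compounds plus 3 SD, set per campaign, cut at about 14% in these data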;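 note: inhibitors block serine hydrolase probe labeling of LYPLA1 so polarization falls; 0% = enzyme with DMSO and 100% = wells lacking LYPLA1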
# pPAFAH FP inh: pPAFAH enzyme inhibitors, primary screen, biochemical, fluorescence polarization, human. Platelet-activating factor acetylhydrolase (Homo sapiens), Q13093. recombinant pPAFAH, FP-rhodamine probe fluorescence polarization. inhibition, % at 3.39 µM. actives 1.5% (n = 330,000). AID 463082, 2010;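 active = inhibition above the mean inhibition across the screen plus 3 SD, cut at about 25% in these data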;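 note: inhibitors block binding of the rhodamine activity-based probe so polarization drops; 0% = enzyme with DMSO and 100% = wells lacking pPAFAH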
# An asterisk follows results filed as active; nt = no result given. The list is partial. The share of hits here may be higher or lower than overall.
SMILES,PAFAH1B3 inh,PAFAH1B2 inh,PREPL inhibitor,LYPLA2 counter,EBNA-1 inh,PAFAH2 FP inh,ZTA counter,LYPLA1 counter,pPAFAH FP inh
COc1ccc(C(=O)CC2SC(N)=NC2=O)cc1 (stereo unspecified),-4,-3,-8,2,-7,1,6,0,-10
O=S(=O)(c1ccc(Cl)cc1)N1CCCC(C(F)(F)F)C1 (stereo unspecified),5,30*,10,6,4,7,-14,6,6
CC(=O)C1=C(C)NC2(O)c3ccccc3C(=O)C12O (stereo unspecified),7,3,-3,2,7,-5,-26,0,5
O=c1nc2c(-c3ccccc3F)n[nH]n2c2ccccc12,-1,2,-1,10,6,14,7,2,6
Cc1c(NC(=O)CN2C(=O)NC(C)(c3ccc4c(c3)OCCO4)C2=O)c(=O)n(-c2ccccc2)n1C (stereo unspecified),9,0,10,6,-2,-1,-3,2,1
N#C/C(=C\c1ccc2c(c1)OCO2)C(=O)NCc1ccco1,5,2,3,2,1,-5,-5,-3,2
CC(C)=CC(=O)OCC(=O)Nc1ccc(Cl)cn1,5,5,1,-4,-18,52*,12,-4,3
O=C(NCCCN1CCOCC1)c1c(O)c2ccccc2[nH]c1=O,-2,8,0,-4,-4,-3,0,0,-5
O=C(CN1C(=O)c2ccccc2C1=O)NCC(=O)OCC(=O)c1cccc([N+](=O)[O-])c1,4,-3,4,-1,11,-2,4,-1,1
CCOC(=O)C1CCCN(Cc2c(C(=O)N3CCCCC3)nc3c(C)cccn23)C1 (stereo unspecified),2,-3,6,-3,11,5,4,-2,2
O=C(COC(=O)c1ccc(Br)o1)Nc1ncc([N+](=O)[O-])s1,17,6,14,-4,nt,25,14,-4,27*
CC(C)CCNC(=O)CN(Cc1ccc(F)cc1)C(=O)CCC(=O)Nc1ccccn1,0,-1,25,8,15,-7,5,1,1
CNC(=S)Nc1ccc(C)cc1,9,2,13,-2,-6,-1,3,3,0
Cc1cc(C(=O)N2CCCC(Nc3ccccc3)C2)c2ccc(F)cc2n1 (stereo unspecified),6,2,5,0,7,-1,-5,0,1
CSC(=S)N/N=C/c1c[nH]c2ccccc12,12,3,19,9,-19,0,2,-1,4

# Brought forward from above: 2 compounds, then new ones.
SMILES,PAFAH1B3 inh,PAFAH1B2 inh,PREPL inhibitor,LYPLA2 counter,EBNA-1 inh,PAFAH2 FP inh,ZTA counter,LYPLA1 counter,pPAFAH FP inh
Cc1cc(C(=O)N2CCCC(Nc3ccccc3)C2)c2ccc(F)cc2n1 (stereo unspecified),6,2,5,0,7,-1,-5,0,1
CSC(=S)N/N=C/c1c[nH]c2ccccc12,12,3,19,9,-19,0,2,-1,4
COc1ccc(-c2nnc(SCc3ccccn3)n2C)cc1,7,0,2,2,5,-1,-7,-2,8
O=c1[nH][nH]c(=O)c2c(NS(=O)(=O)c3ccccc3)cccc12,0,9,6,6,-2,15,-5,0,1
COc1cccc(-c2nc(CS(=O)(=O)CC(=O)NC3CCC(C)CC3)c(C)o2)c1 (stereo unspecified),7,7,1,6,-2,-4,-3,-5,8
COc1ccc(NS(=O)(=O)c2ccc(NC(=O)c3ccc(N(C)S(C)(=O)=O)cc3)cc2)cc1,0,-1,17,-11,14,-13,24,-13,14
Cn1cc(CCC(=O)N2CCCC(C(=O)c3ccc(C(C)(C)C)cc3)C2)cn1 (stereo unspecified),0,9,-8,1,4,6,-15,-3,1
CC(=O)Nc1ccc(S(=O)(=O)NCC(=O)OC(C)c2ccccc2Cl)cc1 (stereo unspecified),-5,-5,20,0,18,-5,-6,5,-4
NC(=O)CC(NC(=O)Cc1ccc(Br)cc1)c1ccc(NCCc2ccccc2F)c([N+](=O)[O-])c1 (stereo unspecified),-9,1,-109,-5,-1,-10,7,-7,0
CC(=O)OC1(C(F)(F)F)Oc2ccccc2NC1=O (stereo unspecified),7,1,-7,-2,-2,-3,-9,1,3
O=C(CSc1nnnn1-c1ccc(Cl)cc1)NNC(=O)c1ccc([N+](=O)[O-])cc1,-1,11,3,-1,11,-2,8,-1,5
O=C(NC(=S)NCc1cccnc1)c1ccccc1,9,5,-3,4,-3,0,-3,1,-5
CN1CCN(CCOc2cccc(Cl)c2)CC1,3,4,-4,-4,3,0,9,0,0
O=C(Nc1cccnc1)c1ccc(S(=O)(=O)c2ccccc2)cc1,-4,4,7,-2,-1,11,-20,-4,-4
Cc1cc(NC(=O)CCC(=O)N(c2ccc(F)cc2)C(C(=O)NC2CCCC2)c2ccccc2)no1 (stereo unspecified),5,5,6,3,-10,-8,-1,1,-2
CCOC(=O)C1(C)NC(c2ccco2)C2C(=O)N(CC)C(=O)C21 (stereo unspecified),13,7,26,3,4,-2,-9,1,-2
CC(C)N(Cc1ccccc1)S(=O)(=O)N(C)C,7,5,8,2,-8,7,-18,2,4
CNC(=O)c1cn(-c2ccccc2)c(=O)c2ccccc12,5,2,0,7,13,0,2,1,-2
O=C(NCc1ccc(F)cc1)C1CCCN1C(=O)Nc1ccc(Cl)cc1 (stereo unspecified),-3,8,4,1,10,0,19,2,3
O=C(OCC(=O)N1CCCCCC1)c1ccc(Cl)nc1,7,7,10,nt,nt,11,nt,nt,-8
N#Cc1c(NC(=O)c2cnn3cccnc23)sc2c1CCCC2,4,-1,2,6,-1,-1,-2,-2,1
COc1ccc(C(=O)NCc2ccc3c(c2)OCO3)c(OC)c1,5,1,16,3,-18,-14,-25,3,4
CN(C)CCCN(C(=O)c1ccc(S(=O)(=O)N2CCc3ccccc32)cc1)c1nc2ccc(F)cc2s1,5,-2,-7,-7,12,-1,15,-2,4
Nc1cc(C(=O)OCC(=O)NNC(=O)c2ccccc2F)ccc1Cl,1,7,18,nt,nt,8,nt,nt,14
CCn1cc(Br)c(C(=O)N(C)Cc2ccccc2)n1,8,4,-8,-1,-2,-4,3,4,8
O=C(O)C1C(c2ccccc2)C(C(=O)OCCCO)C1c1ccccc1 (stereo unspecified),-2,2,-4,0,-3,-4,-2,-1,3
O=C(CN(C1CCCCC1)S(=O)(=O)c1ccc(F)cc1)NC1CC1,10,12,6,-8,2,-4,-8,0,1
COc1ccc(Cl)cc1NC(=O)c1cccnc1,4,-1,7,0,2,4,1,-1,3
Cc1ccc(C2CC(c3ccco3)=NN2S(C)(=O)=O)cc1 (stereo unspecified),-1,1,13,3,2,-1,5,0,2
CCOC(=O)CCCCCNC(=O)c1ccc(F)cc1F,7,5,2,-1,10,-9,-6,3,4
Oc1ccccc1/C=N/NC(=S)NC1CC2CC1C1C=CCC21 (stereo unspecified),20,13,9,-6,-13,52*,1,-8,14
Cc1cnc(CN2CCCC(C(=O)c3ccc4c5c(cccc35)CC4)C2)[nH]1 (stereo unspecified),4,3,-7,0,0,-2,4,0,0
COc1ccc(NS(=O)(=O)c2cc(NC(=O)C3CC3)ccc2N2CCOCC2)cc1,-3,3,-2,-2,5,5,9,-1,0
O=S(=O)(/N=C(/Nc1cccc2ccccc12)c1ccccc1)c1cccs1,0,9,-10,1,-4,-4,4,-2,-2
COc1ccc(N2CCN(C(=O)NCc3cccc(OC)c3)CC2)cc1,-9,-1,4,-1,-6,-15,-1,-1,9
Cc1cccc(NC(=S)NCCC(C)C)c1,0,5,1,-3,0,-4,-6,-1,7
Cc1ccc(Cl)cc1NS(=O)(=O)N1CCOCC1,14,4,23,-4,6,3,0,-2,-2
Cc1c(CCC(=O)N[C@@H](C)C(=O)O)c(=O)oc2cc3oc4c(c3cc12)CCCC4,0,0,23,1,1,1,8,-1,1
O=c1cnnc(Nc2ccc(F)cc2)[nH]1,12,4,9,1,-5,7,-8,-4,-10
C=C1c2cccc(OC)c2O[C@H](C(=O)OCC)[C@@H]1CCCCCC,8,3,nt,nt,nt,2,nt,nt,10
O=C(CSc1nc2ccccc2c(=O)n1Cc1ccco1)N1CCN(c2ccccc2)CC1,3,1,9,-2,15,12,4,-3,3
COc1ccccc1-c1nnc(SCC(=O)N2CCOCC2)n1-c1ccccc1,3,1,-1,6,0,-16,2,0,6
O=C(Cc1sc(Nc2ccccc2)nc1-c1ccccc1)NCc1ccccn1,10,2,11,-9,4,5,21,-5,9
COc1ccc(CNC(=O)C2CCCN2C(=O)NC2CCCCC2)cc1 (stereo unspecified),-1,2,-10,-3,-24,-13,-21,2,-9
CCOc1ccc(S(=O)(=O)NCc2ccc(C)cc2)c2cccnc12,6,1,1,4,3,5,3,-2,3
CCCN(CCC)c1nc(N)nc(-c2cc(Cl)ccc2OC)n1,-10,0,-2,0,-1,5,-3,0,0
CCOc1ccc2[nH]c(=O)c(C(c3nnnn3CCOC)N3CCOCC3)cc2c1 (stereo unspecified),7,2,13,-2,-3,2,10,0,5

# Filtered by structure, the compounds so far containing a Cl atom.
SMILES,PAFAH1B3 inh,PAFAH1B2 inh,PREPL inhibitor,LYPLA2 counter,EBNA-1 inh,PAFAH2 FP inh,ZTA counter,LYPLA1 counter,pPAFAH FP inh
O=S(=O)(c1ccc(Cl)cc1)N1CCCC(C(F)(F)F)C1 (stereo unspecified),5,30*,10,6,4,7,-14,6,6
CC(C)=CC(=O)OCC(=O)Nc1ccc(Cl)cn1,5,5,1,-4,-18,52*,12,-4,3
CC(=O)Nc1ccc(S(=O)(=O)NCC(=O)OC(C)c2ccccc2Cl)cc1 (stereo unspecified),-5,-5,20,0,18,-5,-6,5,-4
O=C(CSc1nnnn1-c1ccc(Cl)cc1)NNC(=O)c1ccc([N+](=O)[O-])cc1,-1,11,3,-1,11,-2,8,-1,5
CN1CCN(CCOc2cccc(Cl)c2)CC1,3,4,-4,-4,3,0,9,0,0
O=C(NCc1ccc(F)cc1)C1CCCN1C(=O)Nc1ccc(Cl)cc1 (stereo unspecified),-3,8,4,1,10,0,19,2,3
O=C(OCC(=O)N1CCCCCC1)c1ccc(Cl)nc1,7,7,10,nt,nt,11,nt,nt,-8
Nc1cc(C(=O)OCC(=O)NNC(=O)c2ccccc2F)ccc1Cl,1,7,18,nt,nt,8,nt,nt,14
COc1ccc(Cl)cc1NC(=O)c1cccnc1,4,-1,7,0,2,4,1,-1,3
Cc1ccc(Cl)cc1NS(=O)(=O)N1CCOCC1,14,4,23,-4,6,3,0,-2,-2
CCCN(CCC)c1nc(N)nc(-c2cc(Cl)ccc2OC)n1,-10,0,-2,0,-1,5,-3,0,0

# High-throughput results as filed in PubChem BioAssay.
